# From PubChem
# Salmonella PhoP GFP – PhoP regulon inhibitors, Salmonella typhi PhoP promoter GFP reporter, confirmatory (AID 1850); hit rate 0.33% among 310,000; Salmonella Typhi PhoP-promoter GFP reporter, fluorescence, 4 h; higher % means a stronger effect; inhibition, % at 50 µM, or IC50 in µM where a hit was titrated; in the data active = a potency from the dose series; inconclusive = inhibition mostly from about 25% at the one dose, without a potency; inactive = the rest, 99 in 100 with inhibition below about 19%;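 note: 0% = induced wells with vehicle and 100% = uninduced wells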
# inhibitors of VEEV – inhibitors of VEEV TC-83 cytopathic effect, confirmation, Vero cells (AID 588727). Vero cells, VEEV TC-83 cytopathic effect inhibition; higher % means a stronger effect. inhibition, % at 20 µM, or IC50 in µM where a hit was titrated. hit rate 0.13% among 350,000; in the data active = a potency from the dose series; inconclusive = inhibition mostly from about 14% at the one dose, without a potency; inactive = the rest, 99 in 100 with inhibition below about 12%; note: strong numbers were not always called active
# tuberculosis growth – growth inhibition of non-replicating M. tuberculosis (AID 488890). Mycobacterium tuberculosis non-replicating, growth inhibition; higher % means a stronger effect. inhibition, % at 25 µM; hits with a dose series show IC50 in µM. hit rate 0.39% among 320,000; in the data active = a potency from the dose series; inconclusive = inhibition mostly from about 82% at the one dose, without a potency; inactive = the rest, 99 in 100 with inhibition below about 76%;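 note: plate controls were DMSO cells for no effect and high antibiotic wells for full effect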
# H37Rv inhibition – M. tuberculosis growth inhibition, HTS (AID 449762). inhibition, % at 25 µM, or IC50 in µM where a hit was titrated. hit rate 0.59% among 330,000. M. tuberculosis H37Rv growth inhibition, 7H9 media; higher % means a stronger effect; in the data active = a potency from the dose series; inconclusive = inhibition above about 70% without an active follow-up result;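 note: bacterial growth assessed after seven days of incubation; strong numbers were not always called active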
# H1N1 NS1A inhibition – H1N1 influenza NS1A inhibitors, functional cell based assay (AID 504329). hit rate 0.3% among 340,000. inhibition, % at 12.5 µM, or IC50 in µM where a hit was titrated. NS1A functional cell-based assay, percent inhibition; higher % means a stronger effect; in the data active = a potency from the dose series; inconclusive = inhibition above about 27% without an active follow-up result; note: strong numbers were not always called active
# inhibitors of VEEV 10K pilot screen – also measured in inhibitors of VEEV; calls as there; inhibition, %; measured here: 10K pilot screen inhibition
# Starred values were filed as active, the others as inactive; i = inactive; ? = inconclusive; · = no result given.
SMILES,Salmonella PhoP GFP,inhibitors of VEEV,tuberculosis growth,H37Rv inhibition,H1N1 NS1A inhibition,others
c1cncc(C(c2nnnn2C2CCCC2)N2CCN(Cc3ccc4c(c3)OCO4)CC2)c1 (stereo not drawn),10%,i,2%,0%,4%,
Cn1c(=O)c2c(nc(NCc3ccco3)n2Cc2ccccc2Cl)n(C)c1=O,-18%,i,12%,0%,11%,
COc1cccc(N=Cc2c(O)n(Cc3ccco3)c(=O)[nH]c2=O)c1,2%,0.8%,-5%,2%,-5%,
CCN(CC)C(=O)CSc1nc2ccccc2n1CC(=O)N1CCN(c2ccccc2OC)CC1,-9%,i,5%,-4%,-20%,
Cc1cccc(CCNC(=O)c2oc3c(C)c(C)ccc3c2C)n1,3%,i,-3%,0%,-23%,
CC(NS(=O)(=O)c1ccc(Br)cc1)C(c1cccs1)N1CCN(C)CC1 (stereo not drawn),12%,0.1%,18%,5%,3%,inhibitors of VEEV 10K pilot screen=0.0
CC(C)(C)c1ccc(OC(=O)N2CCOCC2)cc1,2%,2.0%,3%,-5%,12%,
O=C(COC(=O)c1ccc2ncsc2c1)Nc1ccc(OC(F)(F)F)cc1,·,0.4%,12%,49%,-6%,
O=C(COC(=O)c1ccccc1C(=O)c1ccccc1)c1ccco1,-5%,i,28%,-15%,-4%,
COc1ccc(S(=O)(=O)NCCC(C)C)cc1C,4%,i,-6%,?,5%,
CCOC(=O)N1CCN(CC(=O)Nc2ccccc2C(=O)Nc2ccccc2)CC1,·,7.8%,2%,-2%,-8%,
O=C(CN(Cc1ccc(F)cc1)C(=O)C1CSC(=O)C1)NC1CCCCC1 (stereo not drawn),-5%,0.5%,4%,4%,-4%,
c1ccc2oc(-c3csc(N4CCOCC4)n3)cc2c1,-1%,0.7%,59%,0%,2%,
CCCCCCN(CCCCCC)C(=O)Cc1c(-c2ccc(F)cc2)[nH]c2ccccc12,3%,3.6%,-7%,3%,7%,
CCN(CC)CCNC(=O)C(=O)Nc1ccc2c(c1)N(S(=O)(=O)c1cccs1)CCC2,5%,0.9%,6%,10%,-3%,
Cn1c(SCC(=O)NC2CCCC2)nnc1-c1cccs1,9%,i,-5%,-4%,7%,
Cc1cc(OCC(=O)O/N=C(\N)c2ccccc2)ccc1Cl,-2%,1.5%,5%,1%,-16%,
CC1(C)Cc2cccc(C(=O)Nc3ccc(F)cc3F)c2O1,-6%,1.1%,22%,2%,-4%,
COC(=O)c1ccc(N2CCOCC2)c(NC(=O)c2cccs2)c1,-5%,10%,-17%,-9%,-3%,
CCOC(=O)C(C)Sc1snnc1C (stereo not drawn),0%,1.2%,21%,8%,-4%,
CCCOc1cccc(C(=O)Nc2ccc(Br)cc2F)c1,-5%,1.5%,23%,2%,12%,inhibitors of VEEV 10K pilot screen=0.5
O=C(Cn1ncc2c1-c1ccccc1OC2)N1CCN(c2ccccn2)CC1,2%,1.7%,20%,-1%,5%,
CCOc1ccc(N(CC(=O)NCc2ccc(OC)cc2)C(=O)CCC(=O)Nc2nccs2)cc1,-5%,1.2%,-9%,-5%,6%,
CC1=NN(c2ccc(Br)cc2)C(=O)/C1=C/c1cccs1,-13%,2.5%,18%,34%,-4%,
CCOc1ccccc1N(C(=O)CNC(=O)c1ccco1)C(C(=O)NC1CCCC1)c1ccncc1 (stereo not drawn),-2%,2.1%,-1%,-2%,-10%,
CN1c2ccsc2/C(=N/NC(=O)c2c(F)cccc2F)CS1(=O)=O,9%,0.9%,-26%,-2%,9%,
Cc1scc(C(=O)NNC(=S)NCC(C)C)c1C,0%,0.5%,-10%,-7%,2%,
C=C1CCN([C@@H](CC(C)C)C(=O)N2CCOCC2)S(=O)(=O)c2ccccc21,-9%,0.3%,31%,3%,-18%,
O=C(CN1C(=O)C2C3C=CC(C3)C2C1=O)OCC(=O)c1ccccc1 (stereo not drawn),1%,i,8%,1%,13%,
Nc1ncc(CN2CCCC(C(=O)Nc3ccc(-c4ccco4)cc3)C2)cn1 (stereo not drawn),6%,3.8%,24%,1%,5%,
COc1ccc(/C=C/C(=O)NC(=S)N2CCSCC2)cc1,7%,0.9%,59%,?,-9%,
O=C(c1ccc(S(=O)(=O)N2CCCC2)cc1)N1CCCCCC1,-21%,0.5%,-5%,-6%,3%,
COc1ccc(OC)c(NC(=O)Nc2ccc3c(c2)CCC3)c1,-1%,8.5%,15%,2%,4%,
Cc1ccc(CSCC(=O)Nc2c(C)n(C)n(-c3ccccc3)c2=O)cc1,-3%,0.1%,-5%,-26%,-2%,
O=C(Nc1cccnc1)C1CCN(S(=O)(=O)c2cccc3nonc23)CC1,4%,0.2%,-4%,-4%,8%,
N#C/C(=C(/O)COC(=O)CSc1ccc2ccccc2c1)c1nc2ccccc2[nH]1,-13%,8.3%,0%,52%,-6%,
c1cncc(CNc2ncnc3sc4c(c23)CCC4)c1,12%,4.2%,12%,-4%,-6%,
O=C(NCCc1ccccc1)c1ccccc1[N+](=O)[O-],2%,0.6%,1%,5%,-19%,
O=C(Cn1nnc(-c2ccccc2)n1)NCC(=O)Nc1ccc(F)c(F)c1F,·,i,-1%,-7%,-13%,
COc1ccc(/C=C2\SC(=O)NC2=S)cc1OC,2%,0.2%,40%,5%,0%,
CNC(=S)N1CCN(c2ccc([N+](=O)[O-])cc2)CC1,-2%,i,20%,1%,-2%,
COc1cc(=O)[nH]c(=O)n1C(=O)Cc1ccccc1,3%,0.1%,4%,0%,11%,
Cc1cc(Nc2nnnn2-c2ccccc2)n(-c2ccccc2)n1,8%,4.4%,-5%,0%,17%,inhibitors of VEEV 10K pilot screen=0.6
CC1(C(=O)NNC(=O)C2CCCCC2)CC1(Cl)Cl (stereo not drawn),5%,2.0%,-15%,-7%,-18%,
Cc1ccc(CN2CCN(/N=C/c3cc(Br)ccc3O)CC2)cc1,-6%,i,-2%,2%,6%,
COc1ccc2cc3cc(C(=O)NC(C)C)oc3nc2c1,-1%,8.7%,42%,13%,5%,
Cc1ccc(C)c2[nH]c(=O)c(CCNC(=O)c3ccc(S(=O)(=O)N4CCCC4)cc3)cc12,-4%,5.5%,-15%,0%,-16%,
O=C(Nc1ccc(-c2cn3ccsc3n2)cc1)c1ccc(F)c(S(=O)(=O)N2CCOCC2)c1,-1%,2.6%,0%,1%,2%,
Cc1ccc2[nH]c(=O)c(CN(Cc3cccnc3)C(=S)NCCCN(C)C)cc2c1,-18%,1.8%,9%,-2%,-11%,
CC(=O)C(Sc1nccc(-c2cccs2)n1)C(C)=O,11%,1.2%,11%,4%,11%,
Nc1c(C(=O)NCCc2ccccc2)nnn1Cc1ccccc1,8%,i,4%,3%,1%,
N/C(Cc1cccc2ccccc12)=N\OC(=O)Cc1cccs1,-11%,i,73%,3%,17%,
O=C(O)c1ccccc1NS(=O)(=O)c1ccc(NN=Cc2ccc(F)cc2)c([N+](=O)[O-])c1,·,9.7%,69%,10%,11%,
Cc1ccc(NC(=O)CSc2ccc(C(N)=O)cc2[N+](=O)[O-])cc1,1%,1.6%,-3%,8%,-8%,
Cc1ccc2c(c1)sc(C)[n+]2CCCS(=O)(=O)[O-],-22%,i,3%,8%,2%,
O=C(Nc1ccc2c(c1)OC1(CCCC1)O2)C1CC1,5%,1.8%,46%,2%,3%,
CSc1ccccc1NC(=O)c1cc(C2CC2)on1,-9%,5.8%,78%,?,-6%,
O=C(N[C@H]1C/C=C\C[C@H](CC(=O)N(CCO)Cc2ccccc2)C(=O)N[C@H](Cc2c[nH]c3ccccc23)COC1=O)OCC1c2ccccc2-c2ccccc21,·,0.2%,72%,5%,-7%,inhibitors of VEEV 10K pilot screen=2.1
Cc1cccc(-n2nc3c(c2NC(=O)C(C)C)CS(=O)(=O)C3)c1C,1%,0.6%,-3%,2%,-2%,
O=C(O)Cc1sc(-c2ccc(Cl)cc2)nc1-c1ccccc1,-5%,7.5%,20%,0%,-4%,

# Filtered by structure, the entries above with bromine
SMILES,Salmonella PhoP GFP,inhibitors of VEEV,tuberculosis growth,H37Rv inhibition,H1N1 NS1A inhibition,others
CC(NS(=O)(=O)c1ccc(Br)cc1)C(c1cccs1)N1CCN(C)CC1 (stereo not drawn),12%,0.1%,18%,5%,3%,inhibitors of VEEV 10K pilot screen=0.0
CCCOc1cccc(C(=O)Nc2ccc(Br)cc2F)c1,-5%,1.5%,23%,2%,12%,inhibitors of VEEV 10K pilot screen=0.5
CC1=NN(c2ccc(Br)cc2)C(=O)/C1=C/c1cccs1,-13%,2.5%,18%,34%,-4%,
Cc1ccc(CN2CCN(/N=C/c3cc(Br)ccc3O)CC2)cc1,-6%,i,-2%,2%,6%,

# More results
SMILES,Salmonella PhoP GFP,inhibitors of VEEV,tuberculosis growth,H37Rv inhibition,H1N1 NS1A inhibition,others
CCOc1ccc(OCC)c(NC(=O)CSc2nnc(C3CC3)n2CC)c1,4%,1.1%,6%,-10%,6%,
CN(CCc1ccccc1)C(=O)c1ccc(NC(=O)Cc2ccc([N+](=O)[O-])cc2)cc1,·,0.5%,58%,?,2%,
CCC1(C)COC(c2ccc3c(c2)OCO3)OC1 (stereo not drawn),·,1.2%,·,·,-18%,
COc1cc(/C=N\NC(=O)c2ccc(-c3ccccc3)cc2)cc(OC)c1OC(C)=O,-3%,5.2%,-3%,4%,9%,
COc1cccc(CC(=O)Nc2ccc(S(=O)(=O)Nc3nccs3)cc2)c1,·,1.8%,28%,1%,-23%,
NC(=S)c1ncc(C(F)(F)F)cc1Cl,4%,2.2%,-3%,-3%,-2%,
COc1ccc(C(=S)N2CCCC2)cc1OC,4%,0.9%,-14%,-5%,-6%,
Cc1cccc(C(=O)O[C@H]2[C@H](C)NS(=O)(=O)[C@H]3CC4C=C[C@]23O4)c1,·,1.1%,7%,-7%,3%,
CC(C)c1ccc(NS(=O)(=O)c2ccc(N3C(=O)CCC3=O)cc2)cc1,0%,3.6%,3%,-5%,1%,
Cn1c(CO)nc2cc(N)ccc21,-2%,0.3%,-7%,-10%,7%,
CC(C)CN1CC(=O)N2C(c3ccccc3)c3[nH]c4ccccc4c3C[C@H]2C1=O (stereo partly drawn),-8%,8.8%,32%,-3%,20%,
O=C(CSc1ccccc1)Nc1ccc(C(=O)Nc2cccc(O)c2)cc1,9%,1.4%,-7%,3%,0%,
CCN(CC)C(=O)C(=O)N/N=C/c1ccc(Cl)cc1Cl,-8%,0.5%,25%,-6%,2%,
O=C(Nc1cccc(Br)c1)C1CC(=O)N(C2CCCC2)C1 (stereo not drawn),·,1.0%,·,·,-6%,
CC(C)N=C1CC(C)(C)CC(=O)/C1=C(/O)CCCN1C(=O)c2ccccc2C1=O,-8%,0.3%,8%,3%,4%,
Cc1c(Cl)cccc1NC(=O)CSC(N)=O,21%,i,1%,2%,-3%,
O=C1c2ccccc2C(=O)N1CCC(=O)N1CCc2ccccc21,·,2.2%,·,·,7%,
Cc1cc(OC(C)C(=O)NCC(O)c2ccccc2)c2c3c(c(=O)oc2c1)CCC3 (stereo not drawn),1%,7.7%,9%,-1%,-9%,
COc1ccc(NC(=O)C2CCCN(C(=O)Nc3cccc(OC)c3)C2)cc1 (stereo not drawn),2%,1.9%,0%,1%,-4%,

# Grouped by structure, those above with a thiophene ring, fused or not (10)
SMILES,Salmonella PhoP GFP,inhibitors of VEEV,tuberculosis growth,H37Rv inhibition,H1N1 NS1A inhibition,others
CC(NS(=O)(=O)c1ccc(Br)cc1)C(c1cccs1)N1CCN(C)CC1 (stereo not drawn),12%,0.1%,18%,5%,3%,inhibitors of VEEV 10K pilot screen=0.0
CCN(CC)CCNC(=O)C(=O)Nc1ccc2c(c1)N(S(=O)(=O)c1cccs1)CCC2,5%,0.9%,6%,10%,-3%,
Cn1c(SCC(=O)NC2CCCC2)nnc1-c1cccs1,9%,i,-5%,-4%,7%,
COC(=O)c1ccc(N2CCOCC2)c(NC(=O)c2cccs2)c1,-5%,10%,-17%,-9%,-3%,
CC1=NN(c2ccc(Br)cc2)C(=O)/C1=C/c1cccs1,-13%,2.5%,18%,34%,-4%,
CN1c2ccsc2/C(=N/NC(=O)c2c(F)cccc2F)CS1(=O)=O,9%,0.9%,-26%,-2%,9%,
Cc1scc(C(=O)NNC(=S)NCC(C)C)c1C,0%,0.5%,-10%,-7%,2%,
c1cncc(CNc2ncnc3sc4c(c23)CCC4)c1,12%,4.2%,12%,-4%,-6%,
CC(=O)C(Sc1nccc(-c2cccs2)n1)C(C)=O,11%,1.2%,11%,4%,11%,
N/C(Cc1cccc2ccccc12)=N\OC(=O)Cc1cccs1,-11%,i,73%,3%,17%,
